GalR3 antagonist: blocks the human galanin receptor 3; O60755; HEK293 GalR3-CNG cAMP membrane potential fluorescence; galR3 body fused to GalR1 C-terminus; inhibition, % at 3 µM; hit rate 0.44% among 360,000;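 active = inhibition above the screen-wide average plus 3 SD, cut at about 13% in these data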;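 note: forskolin and galanin both at EC90 stimulate the cells; cAMP rise reported by CNG channel membrane potential dye signal; 0% = forskolin plus galanin with DMSO and 100% = forskolin alone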
Target sequence (O60755 1-299 limits assumed): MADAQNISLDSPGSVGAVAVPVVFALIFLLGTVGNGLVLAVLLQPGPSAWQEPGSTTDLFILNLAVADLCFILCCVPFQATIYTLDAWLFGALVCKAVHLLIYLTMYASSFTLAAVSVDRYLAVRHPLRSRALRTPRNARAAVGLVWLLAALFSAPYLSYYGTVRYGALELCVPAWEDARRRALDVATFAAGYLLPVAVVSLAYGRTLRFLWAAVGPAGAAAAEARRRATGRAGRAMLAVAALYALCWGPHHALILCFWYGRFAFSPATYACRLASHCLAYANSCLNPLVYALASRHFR
OXTR agonist: activates the human oxytocin receptor | CHO-OTR cells, Fluo-8 calcium fluorescence; normalized: DMSO 0%, oxytocin 100% | activation, % at 3 µM | hit rate 0.32% among 320,000;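 active = activation above the mean of all tested compounds plus 3 SD, cutoff set per screening run, cut at about 20% in these data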;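 note: peak over basal fluorescence ratio from a 100 s FLIPR kinetic read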
Target sequence (P30559 whole entry, looked up): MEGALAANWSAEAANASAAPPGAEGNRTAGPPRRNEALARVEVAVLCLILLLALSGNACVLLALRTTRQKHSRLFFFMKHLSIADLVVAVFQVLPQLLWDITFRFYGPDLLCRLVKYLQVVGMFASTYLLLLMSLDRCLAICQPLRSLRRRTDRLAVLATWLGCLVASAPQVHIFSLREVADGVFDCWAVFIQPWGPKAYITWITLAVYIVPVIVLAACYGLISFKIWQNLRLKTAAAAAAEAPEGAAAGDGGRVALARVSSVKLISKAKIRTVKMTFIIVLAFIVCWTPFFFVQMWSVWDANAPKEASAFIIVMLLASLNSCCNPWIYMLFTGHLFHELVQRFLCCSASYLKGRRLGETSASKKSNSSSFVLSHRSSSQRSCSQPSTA
V1R ag counter: activates human V1a receptor in oxytocin agonist counter-screen. P37288. CHO-V1R cells, Fluo-8 calcium fluorescence, agonist mode; 0% DMSO, 100% 3 nM vasopressin. activation, % at 3 µM. hit rate 0.25% among 320,000;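 active = activation above the mean activation of all tested compounds plus 3 SD, per screening run, cut at about 20% in these data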;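 note: signal is peak over basal fluorescence ratio across a 100 second FLIPR read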
Target sequence (P37288 whole entry, looked up): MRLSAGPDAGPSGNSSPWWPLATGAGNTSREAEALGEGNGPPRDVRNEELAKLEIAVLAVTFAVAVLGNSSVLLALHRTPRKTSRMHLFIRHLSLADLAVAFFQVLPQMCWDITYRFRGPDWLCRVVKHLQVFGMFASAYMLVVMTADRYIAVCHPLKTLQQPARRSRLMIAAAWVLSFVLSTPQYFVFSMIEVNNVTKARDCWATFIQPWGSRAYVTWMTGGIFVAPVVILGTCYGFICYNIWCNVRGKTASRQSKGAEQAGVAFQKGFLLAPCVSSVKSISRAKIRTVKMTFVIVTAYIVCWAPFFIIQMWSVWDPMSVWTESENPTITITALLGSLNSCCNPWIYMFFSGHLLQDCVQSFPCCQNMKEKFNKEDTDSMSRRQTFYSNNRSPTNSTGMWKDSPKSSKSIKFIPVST
* hit, by the source's call. A portion of the library; rates above refer to the full screens.

Molecule	GalR3 antagonist	OXTR agonist	V1R ag counter
CC(Oc1ccccc1)C(=O)Nc1ccc(S(=O)(=O)N2CCN(C)CC2)cc1 (stereo not drawn)	-3.5	8.1	3.0
N#Cc1ccc(C(=O)OCC(=O)N2CCN(C(=O)c3ccco3)CC2)cc1	5.0	0.2	1.1
O=C(COC(=O)c1cc(Cl)ccc1Cl)Nc1ccc2[nH]c(=O)[nH]c2c1	-1.7	1.0	-0.5
CC(=O)c1ccc(-c2ccc(C(=O)N(C)c3c(N)n(Cc4ccccc4)c(=O)[nH]c3=O)o2)cc1	-0.9	-0.8	-0.8
COCCn1c(N)c(C(=O)c2cccc(S(=O)(=O)N3CCCCCC3)c2)c(=O)[nH]c1=O	-1.8	-0.2	1.5
CC(=O)Nc1ccc(C(=O)COC(=O)CCS(=O)(=O)c2ccccc2)cc1	-0.1	1.4	1.8
COCCN(C(=O)c1cc2c(s1)CCC2)c1c(N)n(CC(C)C)c(=O)[nH]c1=O	-6.6	-0.7	0.4
C[C@H](NC(=O)c1nc[nH]c1C(=O)N1CCNCC1)C(=O)OC(C)(C)C	-7.2	0.5	2.3
CCCCn1c(N)c(N(CC(C)C)C(=O)C2CCN(S(=O)(=O)c3ccc(C)cc3)CC2)c(=O)[nH]c1=O	1.3	-0.5	0.5
Cc1ccc(S(=O)(=O)N2CCN(C(=O)COC(=O)/C=C/c3ccccc3)CC2)c(C)c1	-6.0	1.3	0.5
COC(=O)C1CCN(C(=O)CN2C(=O)NC(CC(C)C)C2=O)CC1 (stereo not drawn)	-7.3	0.5	0.7
O=C(OCC(=O)N1CCN(C(=O)COC(=O)c2ccc(O)cc2O)CC1)c1ccc(O)cc1O	-0.7	-0.5	0.2
Cc1cc(C)nc(SCC(=O)NCC2COc3ccccc3O2)n1 (stereo not drawn)	-2.1	-0.8	-0.2
Cc1ccc2nc(SCC(=O)NCCc3ccccc3)nc(=O)n2c1	1.3	0.8	0.3
c1ccc2cc(CCCc3cc4ccccc4cn3)ncc2c1	-4.8	-1.1	-1.1
CCOC(=O)c1c(NC(=O)COC(=O)c2ccc([N+](=O)[O-])cc2)sc(C(=O)N(C)C)c1C	-4.5	-2.2	-1.1
COC(=O)NN1C(=O)C(c2ccccc2)=C(c2ccc(Cl)cc2)C1=O	-2.4	-3.2	-1.9
COc1cc([C@@H]2CC=C(C(=O)O)[C@H](c3ccccc3)N2S(=O)(=O)c2ccc(C)cc2)cc(OC)c1OC	-5.1	-0.9	1.3
C#CCOCCOCCOCCNc1nc(N2CCN(C(=O)[C@H]([C@@H](C)CC)n3cc(CCCCN)nn3)CC2)nc(N2CCN(C(=O)[C@H]([C@@H](C)CC)n3cc(CCCN=C(N)N)nn3)CC2)n1	0.8	1.0	0.8
CCC(C)Sc1ccc([C@H]2N[C@@](CC(C)C)(C(=O)OC)[C@H]3C(=O)N(C)C(=O)[C@@H]23)cc1 (stereo partly drawn)	-9.4	-1.4	-0.4
COc1ccc(NC(=O)CN(C)C(=O)c2c(-c3ccccc3Cl)noc2C)cc1	-2.7	0.5	5.9
CC(Sc1nnc(N)s1)C(=O)NNC(=O)c1cccc(Cl)c1 (stereo not drawn)	-2.9	-0.6	1.3
O=C(Nc1ccc2c(c1)OCO2)[C@@H]1CCCN1S(=O)(=O)c1cccc2cccnc12	-5.3	0.6	3.1
COc1cccc(-c2ncc3ccccc3c2COC(=O)N2CCOCC2)c1	0.4	-0.7	1.2
O=C(CN1CCN(c2ccccc2F)CC1)NC(=O)NC1CCCCC1	-5.5	-2.2	1.4

Quoted from the listing.
Value for `COCCn1c(N)c(C(=O)c2cccc(S(=O)(=O)N3CCCCCC3)c2)c(=O)[nH]c1=O` in GalR3 antagonist: -1.8
Value for `c1ccc2cc(CCCc3cc4ccccc4cn3)ncc2c1` in OXTR agonist: -1.1
Value for `C#CCOCCOCCOCCNc1nc(N2CCN(C(=O)[C@H]([C@@H](C)CC)n3cc(CCCCN)nn3)CC2)nc(N2CCN(C(=O)[C@H]([C@@H](C)CC)n3cc(CCCN=C(N)N)nn3)CC2)n1` in GalR3 antagonist: 0.8
Value for `Cc1cc(C)nc(SCC(=O)NCC2COc3ccccc3O2)n1` (stereo not drawn) in GalR3 antagonist: -2.1

Another view of 2 compounds above:
Results follow in this order: GalR3 antagonist | OXTR agonist | V1R ag counter
O=C(CN1CCN(c2ccccc2F)CC1)NC(=O)NC1CCCCC1
    -5.5 | -2.2 | 1.4
COc1cc([C@@H]2CC=C(C(=O)O)[C@H](c3ccccc3)N2S(=O)(=O)c2ccc(C)cc2)cc(OC)c1OC
    -5.1 | -0.9 | 1.3

Further compounds follow:
Molecule	GalR3 antagonist	OXTR agonist	V1R ag counter
Nn1c(SCC(=O)NCCN2C(=O)CSC2=O)nnc1-c1ccc(OC(F)F)cc1	-4.9	0.8	-0.5
O=C(COc1coc(CN2CCc3ccccc32)cc1=O)Nc1cccc(F)c1	-3.3	0.7	-0.9
CC1CCC(NC(=O)CSc2nncn2C)CC1 (stereo not drawn)	-4.6	0.2	1.0
C=CCC[C@@H](Cc1ccc(F)cc1)C(=O)OC[C@@H]1CCCN1C(=O)[C@@H](CC=C)CC(=O)N[C@@H](CO)Cc1ccccc1	-10.7	-1.0	0.3
O=S(=O)(c1ccc2oc(=S)[nH]c2c1)N1CCOCC1	-8.1	-0.1	0.9
O=C(CSc1nnc2ccccn12)NC(=O)c1cccc([N+](=O)[O-])c1	-6.2	-1.0	0.9
Cc1cc(NC(=O)COC(=O)Cn2[nH]c(=O)c3ccccc3c2=O)c([N+](=O)[O-])cc1C	-2.9	4.7	4.5
O=c1c2ccccc2nc(-c2ccccc2)n1O	-6.0	-0.3	0.6
CCc1noc(C)c1C(=O)Nc1ccccc1N1CCOCC1	-0.1	-1.0	0.2
O=C(O)c1ccccc1C(=O)OCCc1cc2ccccc2c(=O)o1	-1.6	1.1	-0.9
CCc1cc(C(=O)Nc2cc(Cl)ccc2N2CCN(C)CC2)sc1C	-1.9	3.4	1.0
Nc1cc(S(=O)(=O)N2CCOCC2)ccc1N1CCOCC1	-1.9	2.5	1.8
CC(OC(=O)CCC1CCCC1)C(=O)Nc1ccccc1[N+](=O)[O-] (stereo not drawn)	-4.3	-2.3	-1.1
Cc1ccc(C2(c3ccccc3)NC(=O)N(CC(=O)NC3CCS(=O)(=O)C3)C2=O)cc1C (stereo not drawn)	-3.4	0.3	0.1
CSc1ncccc1C(=O)OC(C)C(=O)Nc1cccc(S(=O)(=O)N2CCOCC2)c1 (stereo not drawn)	0.2	-0.8	-0.6
Cc1ccc(C(=O)NNC(=O)c2ccccc2)cc1S(=O)(=O)N1CCCCC1	1.6	0.4	0.4
CC(=O)N1CCc2cc(S(=O)(=O)NC(C(=O)N3CCN(c4ccccc4F)CC3)C(C)C)ccc21 (stereo not drawn)	5.7	1.2	-0.1
CCCN(CC(=O)Nc1ccccc1C)C(=O)c1ccc(C2SCCS2)cc1	-1.9	0.3	0.5
CC1CCN(C(=O)COC(=O)c2cc(S(=O)(=O)N3CCOCC3)ccc2Cl)CC1	-2.1	0.5	-1.0
CC(=O)c1ccccc1NC(=O)COC(=O)c1cc2ccccc2[nH]1	-3.0	0.8	1.8
Cc1csc(SCC(=O)Nc2ccc(F)cc2Cl)n1	-5.2	-1.6	-1.2
Cc1cnc(C(=O)OC(C)C(=O)NCc2ccccc2)cn1 (stereo not drawn)	-3.5	0.6	-0.1
O=C(OCC(=O)N1CCc2ccccc2C1)c1ccc(OC(F)F)cc1	7.5	-2.4	0.3
CC1CN(C(=O)c2cc(-c3ccc(Cl)s3)nc3ccccc23)CC(C)O1 (stereo not drawn)	-2.6	-1.8	-1.3
COC(=O)c1ccc(NC(=O)COC(=O)C2CCC2)cc1	-5.6	0.7	0.1

Later entries.
Molecule	GalR3 antagonist	OXTR agonist	V1R ag counter
CCOC(=O)C1CCCN(C(=O)c2ccccc2NS(=O)(=O)c2ccc(F)cc2)C1 (stereo not drawn)	-0.6	-0.2	-0.8
CC(OC(=O)c1ccccc1NCCO)C(=O)Nc1ccc(S(=O)(=O)N2CCOCC2)cc1 (stereo not drawn)	-0.4	0.6	0.3
COc1ccccc1C(=O)NCCC(=O)N1CCN(S(=O)(=O)c2ccc(Cl)cc2)CC1	7.4	0.3	0.6
C#CCOCCOCCOCCNc1nc(N2CCN(C(=O)[C@H]([C@@H](C)CC)n3cc(CCCCN)nn3)CC2)nc(N2CCN(C(=O)[C@H](C)n3cc(CCCN=C(N)N)nn3)CC2)n1	-3.7	-0.5	0.3
COc1cc(/C=C/C(=O)OCC(=O)c2ccccc2)cc(OC)c1OC	-4.5	-1.2	-0.6
Cc1ccccc1OCC(=O)NCC(C)(C)N1CCOCC1	-3.0	0.1	0.4
CCOc1ccc(NS(=O)(=O)c2cc(C(=O)NCCN3CCOCC3)ccc2C)cc1	-2.2	1.7	0.9
CC(=O)NC(CC(=O)Nc1cc(Cl)ccc1-n1cncn1)c1ccccc1 (stereo not drawn)	-1.7	0.1	0.1
C/C(N)=C(/C#N)C(=O)COC(=O)C1CCN(S(=O)(=O)c2cccs2)CC1	-3.2	7.7	10.0
CC(Oc1ccccc1F)C(=O)NNC(=O)CC(C)c1ccccc1 (stereo not drawn)	-4.5	-1.0	-0.8
CCOC(=O)[C@H]1[C@H]2COc3ccc(Cl)cc3[C@@H]2N2C(=O)c3ccc(F)cc3NC(=O)[C@@]12C	-4.7	-1.6	-0.1
Cc1cc(C)n(-c2ccc(C(=O)OCC(=O)Nc3cc(S(C)(=O)=O)ccc3Cl)cc2)n1	3.7	1.2	3.7
O=C1c2ccc(-c3ccc(Cl)c(C(F)(F)F)c3)cc2S(=O)(=O)c2cccc(C(=O)N3CCN(c4ccc(Cl)cn4)CC3)c21	-5.9	1.1	-0.3
COC(=O)[C@@]12CCCN1[C@H](c1ccc(-c3ccc(Cl)c(Cl)c3)cc1)[C@H]1C(=O)N(C)C(=O)[C@H]12	-5.5	-0.8	1.8
Cc1ccc(C)c(S(=O)(=O)Nc2ccc3cn[nH]c3c2)c1	-5.6	3.2	2.7
CN(CC(=O)Nc1cccc(F)c1)C(=O)c1cccc(N2C(=O)CCC2=O)c1	-0.7	1.6	0.4
CC(Oc1ccc(Br)cc1)C(=O)NCC(c1ccco1)N1CCCCC1 (stereo not drawn)	-5.0	-2.1	-1.4
CC(NC(=O)CCC(=O)c1cccs1)c1ccccc1 (stereo not drawn)	-2.3	-0.9	-1.1
COc1cc(-c2nnc3sc(-c4ccncc4)nn23)cc(OC)c1OC	-3.3	-0.6	1.1
Cc1nc2cc(NC(=O)CS(=O)(=O)c3ccccc3)ccc2s1	-4.7	-0.8	1.1
O=C(NN=Cc1ccccc1OC(F)F)c1cccc(S(=O)(=O)N2CCCC2)c1	-6.5	2.4	1.6
O=C(c1cnn(C(=O)c2ccco2)c1)c1cc(Cl)cc(Cl)c1O	-5.0	1.7	1.4
CC(=O)NC12CC3CC(C1)CC(C(=O)OCC(=O)c1cc(C)n(C)c1C)(C3)C2	0.0	1.5	0.0
O=C(COC(=O)c1ccc(Cl)nc1)Nc1nnc(-c2ccccc2)o1	-1.5	-1.0	1.3
Cc1ccc(S(=O)(=O)CCC(=O)OC(C)c2nnc(-c3cccs3)o2)cc1 (stereo not drawn)	-4.0	1.1	0.4

Further results
Molecule	GalR3 antagonist	OXTR agonist	V1R ag counter
O=C(CNC(=O)c1ccccc1)OCc1nnc(-c2ccccc2)o1	-4.2	-0.3	-0.8
CCN(C(=O)Cn1nnc(-c2ccccc2)n1)C1CCS(=O)(=O)C1 (stereo not drawn)	-2.7	0.4	-0.1
COc1ccc(CN(C)C(=O)CCc2ccc(S(=O)(=O)N3CCCCCC3)cc2)c(OC)c1	-3.0	0.4	2.7
Cc1ccc(C)c(-c2nnc(NC(=O)CCS(=O)(=O)c3ccc(F)cc3)o2)c1	0.8	-1.5	-1.1
O=C(COC(=O)c1cc(S(=O)(=O)N2CCOCC2)ccc1F)c1ccccc1	-9.7	1.5	1.6
COc1cc(OC)cc(C(=O)NCCS(=O)(=O)N2CCN(Cc3ccccc3)CC2)c1	0.3	-1.1	3.2
CCOc1ccccc1N1CCN(C(=O)C2=CC=CN3CCS(=O)(=O)N=C23)CC1	-3.9	-0.3	0.8
O=C(CSc1nncs1)NNC(=O)c1ccccc1Br	-3.3	0.9	1.0
CN1CCCCCC1=Nc1ccc([N+](=O)[O-])cc1	-3.2	-0.4	-0.1
CC(Oc1ccc(Br)cc1)C(=O)Nc1ccc(S(=O)(=O)N(C)C2CCN(C)CC2)cc1 (stereo not drawn)	-4.7	63.9*	47.4*
NC(=O)c1ccccc1[N+](=O)[O-]	0.0	0.6	-0.1
O=C(COC(=O)C1CC(O)CN1S(=O)(=O)c1ccccc1[N+](=O)[O-])c1ccc[nH]1 (stereo not drawn)	-4.2	0.3	0.1
Cc1cc(C)c(-c2csc(NC(=O)CCCc3nc4ccccc4c(=O)[nH]3)n2)c(C)c1	-2.2	-2.4	-1.0
COC(=O)[C@@]12CCCCN1[C@H](c1ccc(-c3ccc(OC)cc3)c(OC)c1)[C@@H]1C(=O)N(C)C(=O)[C@@H]12	-6.0	0.2	1.0
CC(=O)c1ccc(-c2ccc(C(=O)NC3CC(C)(C)NC(C)(C)C3)o2)cc1	0.4	0.6	0.8
CCN(C(=O)COC(=O)C1CC1)c1c(N)n(Cc2ccccc2)c(=O)[nH]c1=O	3.0	0.5	0.4
COc1ccc(NC(=O)C2CCCN2S(=O)(=O)c2cccs2)c([N+](=O)[O-])c1 (stereo not drawn)	2.5	-1.1	-1.1
Cc1ccc(NC(=O)COC(=O)c2ccc(CN3CCCC3=O)cc2)c(Cl)c1	-2.7	4.7	5.9
CCOC(=O)c1cc(-c2ccccc2)nn1Cc1cc(CC)no1	-5.3	-0.6	-0.2

From PubChem
